# Compound activity from PubChem BioAssay.
# ATXN2 expr inh: reduces ATXN2 reporter expression in HEK-293 cells. HEK-293 ATXN2-luciferase reporter, luminescence, 24 h. Potency, µM (highest dose often 57 µM), without a hit: top-dose activity change, negative = inhibition, actives largely listed as inhibitors. 360,000 compounds, 0.72% hits; also: potency is read from the fitted curve at half-maximal effect; % is scaled to controls: 0 for no effect and ±100 for the full control effect; nearly all actives have a fitted effect of over 55% in size
#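 ATXN2-luciferase reporter cells (luciferase flanked by upstream and downstream ATXN2 gene portions) were treated 24 h at 37 °C with compounds at up to 57 uM. SteadyGlo luminescence gave expression; GF-AFC fluorescence gave viability.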
# Nrf2 ARE act: Nrf2 pathway activation; AREc32 ARE-luciferase reporter (MCF7-derived line), luminescence, 24 h; Potency, µM (series often up to 46.1 µM), inactives show top-dose activation, actives largely listed as activators; 410,000 compounds, 0.31% hits; AID 624171; also: potency is read from the fitted curve at half-maximal effect; % of control where 0% means no effect; nearly all actives have a fitted effect of over 65% in size
#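 ARE-driven firefly luciferase activity in AREc32 cells measured after a 24 hr compound exposure at 37 deg C, using Steady-Glo reagent and a 30 min room-temperature hold.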
# IL1B secr inh: blocks inflammasome-driven IL-1 beta release | THP-1 LPS/ATP IL-1B secretion, AlphaLISA, 16 h; stronger effect = lower value | activity change, % at 57.5 µM | 360,000 compounds, 4.7% hits; in the data active = activity change below about -50%; inconclusive = mostly about -30% to -49%; also: % is scaled to controls: 0 for no effect and ±100 for the full control effect
#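 THP-1 cells pretreated 1 hr with compounds (up to 57.5 uM final), then stimulated with LPS (250 ng/mL final) plus ATP (1.25 mM final); secreted IL-1B measured by AlphaLISA after 16 hr, decreased signal indicating inhibition.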
# TGFb SMAD3 inh: inhibitors of TGF-b signaling; 410,000 compounds, 1.2% hits; HepG2 CAGA-GFP TGF-b/SMAD3 reporter, GFP fluorescence, 18 h; TGF-beta stimulated, 500 pg/mL final; Potency, µM (doses to about 46.1 µM), without a hit: top-dose activity, negative = inhibition, actives largely listed as inhibitors; also: potency is read from the fitted curve at half-maximal effect; % is scaled to controls: 0 for no effect and ±100 for the full control effect; nearly all actives have a fitted effect of over 65% in size
#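 GFP signal (ex488/em500-530) from TGF-beta-stimulated HEPG2 CAGA-GFP cells, 500 pg/mL final, 18 h at 37 degrees C in DMEM plus 1% FBS, normalized to unstimulated and DMSO-stimulated controls.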
# HepG2 viability: kills HepG2 cells in TGF-b inhibitor counter-screen | 410,000 compounds, 0.76% hits | HepG2 CAGA-GFP viability, ATP luminescence, 18 h | Potency, µM (titrated, usually from 46.1 µM), for inactives: top-dose activity change, negative = cytotoxicity, actives largely listed as cytotoxic | AID 588856; also: potency is read from the fitted curve at half-maximal effect; some results filed as inactive show a strong effect at the top dose
#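 HepG2 CAGA-GFP cells (1000/well, DMEM with 1% FBS) received compound, then TGF-beta at 500 pg/mL final, and were incubated 18 hours at 37 degrees C. Viability was read by CellTiter-Glo luminescence. Media-only wells were set as complete cell-killing and DMSO as no toxicity.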
# A549 viability: A549 cytotoxicity, counter-screen for Nrf2 inhibitors; A549 ARE-Fluc cells, CellTiter-Fluor viability, 18-24 h; Potency, µM (titrated, usually from 46 µM), for inactives: at the highest dose activity change, negative = cytotoxicity, usual class: inhibitors; 390,000 compounds, 0.16% hits; AID 504648; also: potency is read from the fitted curve at half-maximal effect; % is scaled to controls: 0 for no effect and ±100 for the full control effect
#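 A549 ARE-Fluc cells in 5% FBS OPTI-MEM, 5000 cells/well, rested 2 h then exposed to compounds in concentration-response for 18-24 h at 37 °C. Viability by CellTiter-Fluor fluorescence (Ex 405/Em 525) after 30 min; luciferase luminescence (BugLite, 15 min, RT) read afterwards.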
# MCF10A rerep: DNA re-replication induction in MCF 10a cells; MCF 10A DNA re-replication, Hoechst nuclear intensity, 48 h; Potency, µM (highest dose often 46.1 µM), without a hit: top-dose activity, positive = re-replication, most hits filed as activators; 350,000 compounds, 2.9% hits; AID 624296; also: potency is read from the fitted curve at half-maximal effect; % of control where 0% means no effect; nearly all actives have a fitted effect of over 50% in size
# ATXN viability: cell viability loss in ATXN counter-screen; S2 cells (HEK-293 line with an ATXN2-luciferase reporter) viability, CellTiter-Fluor protease fluorescence, 24 h; Potency, µM (highest dose often 56.7 µM), hits mostly cytotoxic; 400,000 compounds, 0.49% hits; AID 651635; also: potency is read from the fitted curve at half-maximal effect; nearly all actives have a fitted effect of over 40% in size
# Nrf2 inh: inhibitors of Nrf2 signaling. Potency, µM (titrated, usually from 46 µM), for the others: at the top dose activity change, negative = inhibition, most hits filed as inhibitors. A549 ARE-Fluc reporter, luciferase luminescence, 18-24 h. 360,000 compounds, 2.1% hits. AID 504444; also: potency is read from the fitted curve at half-maximal effect; % is scaled to controls: 0 for no effect and ±100 for the full control effect; nearly all actives have a fitted effect of over 60% in size
#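 A549 ARE_Fluc cells, 5000/well, 5% FBS OPTI-MEM; compounds in dose-response, 18-24 h at 37 °C/5% CO2; CellTiter-Fluor viability read (Ex 405/Em 525), then BugLite luciferase luminescence = Nrf2 activity.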
# * marks the source's active call; other numbers are inactive results; i = inactive; ? = inconclusive; nt = not tested or not shown; & = joins results of further samples; [ ] = dose if it differs, or a comment. Unless noted, calls follow the shape of the dose curve; as a rule, active = well fitted curve in the direction sought with a large enough effect; inconclusive = small, poorly fitted or top-dose-only effect, or another doubt; inactive = no such curve, though single readings can be large; an effect the other way counts as inactive or inconclusive. The order is random (roughly 8.8% active in at least one column).
smiles	ATXN2 expr inh	Nrf2 ARE act	IL1B secr inh	TGFb SMAD3 inh	HepG2 viability	A549 viability	MCF10A rerep	ATXN viability	Nrf2 inh
COCc1nc2ccccc2n1CCOc1ccccc1OC	-10%	0.3%	17	3%	1%	-3%	2%	i	2%
COc1ccc(NC(=O)N2CCc3ccccc32)cc1	-3%	-0.5%	-3	-5%	-60%	-2%	-6%	i	?
COC(=O)c1nn(-c2ccc(OC)cc2)ccc1=O	nt	-0.4%	-6	-6%	2%	0%	-2%	?	-3%
COc1cc(C(=O)NCCC(=O)NCCCN2CCCCC2)cc(OC)c1OC	-3%	-0.1%	0	7%	0%	0%	2%	i	1%
CCN(Cc1ccccc1)Cc1c(O)ccc2oc(C)c(C(=O)Nc3ccc(C)cc3C)c12	nt	-1.1%	nt	?	-46%	-17%	nt	nt	20%
CSc1ccccc1CNC(=O)C1(C)CCCN1CC(C)C (stereo unspecified)	-14%	0.1%	24	?	-25%	nt	nt	i	nt
CCOc1ccccc1NC1=CC(=O)CC(c2ccccc2)C1 (stereo unspecified)	-25%	0.6%	19	5%	2%	-16%	?	?	-4%
CCN1CCN(C(c2cccc(F)c2)c2c(O)cc(C)n(Cc3ccco3)c2=O)CC1 (stereo unspecified)	nt	-0.6%	nt	23%	-1%	-5%	nt	nt	nt
Cc1ccc(N(CC(=O)NC2CCCC2)C(=O)CCC(=O)Nc2nccs2)c(C)c1	?	0.7%	-54*	?	-15%	4%	0%	i	-11%
O=C(NCCCN1CCC(Cc2ccccc2)CC1)C1CCN(S(=O)(=O)N2CCOCC2)CC1	-2%	0.7%	-22	46%[activator]	0%	1%	2%	i	-11%
COc1cccc(NC(=O)CSc2nnc(C)s2)c1	-5%	-0.4%	10	10%	-2%	-8%	?	i	-9%
C[C@@H]1CN([C@H](C)CO)C(=O)CCCn2nncc2CO[C@@H]1CN(C)C(=O)Nc1ccnc(N2CCOCC2)c1	4%	-0.6%	7	1%	-1%	nt	nt	i	nt
Nc1nnc(SCc2ccc(F)cc2)s1	15%	-1.0%	-8	-20%	8%	10%	2%	i	nt
CC1(C(=O)NS(=O)(=O)c2cccs2)CCN1C(=O)c1ccco1 (stereo unspecified)	-1%	0.2%[9.22 µM]	-9	-2%	1%	nt	nt	i	nt
C/C=C/Cn1c(SCc2ccc(C)cc2)nc2c1c(=O)[nH]c(=O)n2C	-10%	0.4%	-4	?	-39%	1%	7%	i	nt
CCC(=O)c1ccc(OCC(=O)N2CCCC2)c(OC)c1	4%	0.3%	2	13%	20%	-4%	-2%	i	0%
O=c1ccc(Cl)cn1Cc1ccccc1F	4%	-0.1%	7	3%	0%	-6%	6%	i	-3%
CCOC(=O)c1c(NC(=O)c2cc(CC(C)C)on2)sc(C(C)=O)c1C	3%&-8%	0.0%&-0.6%	13	-2%&2%	-12%&-2%	-7%&5%	-2%	i	2%&1%
CN(C)C1(CNC(=O)C2CCC(=O)N(CCc3ccc(Cl)cc3)C2)CCCCC1 (stereo unspecified)	-4%	-0.2%	-15	0%	-23%	-3%	8%	?	1%
CN(Cc1ccccn1)C(=O)C1CCC(=O)N(CCc2ccc(Cl)cc2)C1 (stereo unspecified)	11%	-0.4%	10	6%	2%	4%	4%	i	4%
Cc1ccc(C(=O)NC2CCN(S(=O)(=O)c3ccccc3)CC2)cc1	-21%	0.1%	6	-1%	3%	-2%	-1%	i	-11%
Cn1c(=O)c2c(nc(CN3CCN(c4cccc(Cl)c4)CC3)n2CCc2ccccc2)n(C)c1=O	?	3.2%	-26	?	2%	-20%	?	i	nt
COc1cccc(-c2cc(C(=O)N3CCN(S(=O)(=O)c4ccc(Br)cc4)CC3)[nH]n2)c1	-11%	-0.6%	14	?	-18%	12%	?	i	5%
Cc1ccc(-n2ncc(C(=O)Nc3cc(Cl)ccc3C)c2C2CCNCC2)cc1C	-20%	-0.8%	-30	-19%	-30%	?	4%	i	-26%
CCc1ccc(NC(=S)N2CCN(C)CC2)cc1	1%	0.2%	10	-5%	-2%	5%	-1%	i	11%
O=C(CSc1ncnc2c1cnn2-c1ccccc1)NCC1CCCO1 (stereo unspecified)	-9%	5.8%	-11	0%	-32%	-8%	17%	i	?
COc1cc(/C(C#N)=C/c2cccc3ccccc23)c([N+](=O)[O-])cc1OC	-14%	-0.4%	8	-13%	9%	-12%	-25%	i	?
CCCSc1nnc2n(C)c(=O)c3c4c(sc3n12)CCC4	2%	-0.2%	1	-2%	-28%	0%	11%	i	-5%
Cc1cc(C(=O)NCc2ccccc2C)c2c(C)nn(-c3cccc(F)c3)c2n1	9%	10%	nt	0%	-2%	-4%	nt	i	23%
O=C1CCCN1C(=O)CSc1ncnc2sccc12	-3%	5.5%	5	-2%	24%	-2%	0%	i	?
O=c1c(Cc2ccc(Cl)cc2Cl)c(O)ccn1CCCN1CCOCC1	9%[11.3 µM]	-0.3%	22	9%	7%	3%	-1%	i	1%
Cc1ccsc1/C=N/NC(=O)CNC(=O)c1c(F)cccc1Cl	9%	-1.0%	-18	6%	7%	2%	0%	i	0%
O=C(C1COc2ccccc2O1)N1CCN(c2nc3ccc(F)cc3s2)CC1 (stereo unspecified)	nt	0.9%	nt	?	-19%	-4%	nt	nt	nt
CCOc1ccccc1NC(=O)C(NS(=O)(=O)c1cccc2nsnc12)c1ccccc1 (stereo unspecified)	nt	-0.2%	nt	?	-14%	2%	nt	nt	nt
COc1ccc(NC(=S)N2CCNC(=O)C2CC(=O)Nc2ccc(C)cc2)cc1 (stereo unspecified)	-5%	2.7%	?	0%	0%	13%	-5%	i	9%
CCn1c(CNC(=O)COc2ccc(C(C)C)cc2)nnc1SCC(=O)Nc1ccccc1F	9%	0.0%	?	-10%	-1%	-13%	-5%	i	?
O=C(COC(=O)c1cc(=O)[nH]c2ccccc12)c1cccs1	-10%	1.9%	31	15%	19%	10%	-1%	i	?
Cc1cc(Nc2cccc(C(F)(F)F)c2)nc2ccc(NC(=O)c3cccnc3)cc12	?	-4.6%	nt	?	-99%	?	nt	18µM*	21µM*
Cc1cc(C)c(C)c(S(=O)(=O)Nc2ccc(O)cc2)c1C	-8%	0.2%	-20	-7%	-16%	-1%	-8%	?	nt
O=C(O)c1ccc(N2CC3CC(C2)c2cccc(=O)n2C3)c(NC(=S)Nc2ccc(Cl)cc2Cl)c1 (stereo unspecified)	2%	0.3%	22	1%	-1%	0%	-2%	i	2%
S=C(NCCc1ccccn1)Nc1ccc(Cl)c(Cl)c1	4%	-0.4%	-19	6%	7%	4%	?	i	3%
O=C(COC(=O)c1c(Cl)cccc1Cl)NCC1CCCO1 (stereo unspecified)	6%	-0.3%	-12	1%	1%	4%	0%	i	-24%
COC(=O)c1cc(OC)c(OC)cc1NC(=O)c1ccccc1	-31%	2.0%	-18	-3%	-2%	-8%	1%	?	-4%
C[C@@H]1CN([C@H](C)CO)C(=O)CCCn2cc(nn2)CO[C@H]1CN(C)C(=O)Cc1ccccc1	4%	-0.5%	-13	15%	-88%	nt	nt	i	nt
NC(=O)[C@@H]1CCCN1C(=O)c1ccc2oc(CCc3ccccc3)nc2c1	21%	0.9%	0	1%	-16%	6%	-3%	i	4%
Cc1ccc(C(=O)N/C(=C\c2cccs2)C(=O)NCc2ccncc2)cc1	5%	0.2%	0	27%	-12%	0%	-2%	i	nt
COc1ccc(NC(=O)c2coc(C)c2)cc1	19%	0.3%	-17	3%	-7%	1%	6%	i	?
O=C(Nc1cccc(Cl)c1)c1cc(-c2ccc3c(c2)OCO3)on1	30%	1.3%	nt	?	-38%	-1%	nt	?	?
O=C(c1ccccc1)N1CCN(C(=S)NCCc2ccccc2)CC1	nt	-0.5%	21	1%	0%	2%	20%	i	-12%
OCCN1CCN(c2ncnc3scc(-c4ccc(F)cc4)c23)CC1	-6%	-0.2%	?	-19%	-7%	13%	16%	i	1%

# The listing continues.
smiles	ATXN2 expr inh	Nrf2 ARE act	IL1B secr inh	TGFb SMAD3 inh	HepG2 viability	A549 viability	MCF10A rerep	ATXN viability	Nrf2 inh
CCOC(=O)c1c(OCC)[nH]c2c1cc(O)c1ccccc12	-13%	6.3%	-18	?	-34%	0%	7%	?	12%
CCOC(=O)c1ccccc1NC(=O)/C(C)=C/C(=O)O	3%	0.0%	4	-2%	2%	-4%	-180%[0.0737 µM]	i	1%
COc1ccccc1NC(=O)NNC(=O)c1cc2ccccc2cc1O	1%	-0.4%	0	?	-39%	1%	1%	i	2%
Cc1ccc(-c2nc(S(=O)(=O)c3ccccc3)c(SCC(=O)NCC3CCCO3)o2)cc1 (stereo unspecified)	-12%	4.7%	-25	12%	5%	?	-15%	i	?
C#CCOCCOCCOCCNc1nc(N2CCOCC2)nc(N2CCN(C(=O)[C@H](CCC(=O)O)n3cc([C@@H](N)CCCCN)nn3)CC2)n1	8%	-0.6%	17	1%	13%	-3%	-1%	i	8%
Cc1nc2nc(SCC(=O)Nc3cccc(Cl)c3)nn2c(C)c1Cc1ccccc1	nt	-0.7%	nt	-2%	-19%	-13%	nt	nt	nt
Cc1ccc2c(c1)c1c(c(=O)n(-c3ccccc3)c(=O)n1Cc1ccccc1C)n2C	13%	0.0%	nt	31%[activator]	-1%	9%	nt	i	8%
COc1ccc(Cc2nnc(NC(=O)c3cccc([N+](=O)[O-])c3)s2)cc1	1%	8.6%	-8	-15%	-4%	7%	7%	i	1%
CC1=C(n2ccnc2)CCC1=O	7%	-1.0%	13	8%	15%	-10%	1%	i	-10%
